Smad3 FoxH1 inh = Smad3 (human) transcription factor binding inhibition | P84022 | TR-FRET Smad3/Dy647-FoxH1 peptide binding, europium anti-His | inhibition, % at 25 µM | 0.29% of 88,000 active | AID 630;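 active = compounds that reduce the energy-transfer binding signal between the protein and its labelled peptide by more than half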;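 also: 0% = Smad3 plus labelled peptide maximal FRET and 100% = peptide-only background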
VCAM1 TNFa inh = reduces TNF alpha induced VCAM1 expression in HUVEC | HUVEC TNFa-induced VCAM-1 immunofluorescence, high-content imaging | inhibition, % at 2 µM | 0.48% of 95,000 active;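 active = inhibition above the batch mean plus 3 SD, with images confirmed as a hit by eye, cut at about 37% in these data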;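 also: 0% = TNF-stimulated DMSO wells and 100% = unstimulated control wells; not every result past the cut was called active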
Calb biofilm kill = kills Candida albicans biofilms; C. albicans biofilm + clotrimazole, Alamar Blue; inhibition, % at 6 µM; 0.14% of 85,000 active; AID 834;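 active = inhibition above 20%; inactive = inhibition below 20%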;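 also: preformed 24 hr biofilms exposed to compound for 48 hr; 0% = biofilm without compound and 100% = blank killed by clotrimazole plus chlorhexidine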
PTPN22 inh 2 = LYP (human) phosphatase inhibition. Q9Y2R2. recombinant LYP catalytic domain, DiFMUP fluorescence. inhibition, % at 2 µM. 0.21% of 96,000 active. AID 640;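 active = inhibition at 2 µM at or above a set limit, the screen mean plus 3 SD, cut at about 24% in these data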;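 also: 0% = DMSO with enzyme and 100% = enzyme fully blocked by orthovanadate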
Target sequence (Q9Y2R2 whole entry, looked up, the tested form may be a part): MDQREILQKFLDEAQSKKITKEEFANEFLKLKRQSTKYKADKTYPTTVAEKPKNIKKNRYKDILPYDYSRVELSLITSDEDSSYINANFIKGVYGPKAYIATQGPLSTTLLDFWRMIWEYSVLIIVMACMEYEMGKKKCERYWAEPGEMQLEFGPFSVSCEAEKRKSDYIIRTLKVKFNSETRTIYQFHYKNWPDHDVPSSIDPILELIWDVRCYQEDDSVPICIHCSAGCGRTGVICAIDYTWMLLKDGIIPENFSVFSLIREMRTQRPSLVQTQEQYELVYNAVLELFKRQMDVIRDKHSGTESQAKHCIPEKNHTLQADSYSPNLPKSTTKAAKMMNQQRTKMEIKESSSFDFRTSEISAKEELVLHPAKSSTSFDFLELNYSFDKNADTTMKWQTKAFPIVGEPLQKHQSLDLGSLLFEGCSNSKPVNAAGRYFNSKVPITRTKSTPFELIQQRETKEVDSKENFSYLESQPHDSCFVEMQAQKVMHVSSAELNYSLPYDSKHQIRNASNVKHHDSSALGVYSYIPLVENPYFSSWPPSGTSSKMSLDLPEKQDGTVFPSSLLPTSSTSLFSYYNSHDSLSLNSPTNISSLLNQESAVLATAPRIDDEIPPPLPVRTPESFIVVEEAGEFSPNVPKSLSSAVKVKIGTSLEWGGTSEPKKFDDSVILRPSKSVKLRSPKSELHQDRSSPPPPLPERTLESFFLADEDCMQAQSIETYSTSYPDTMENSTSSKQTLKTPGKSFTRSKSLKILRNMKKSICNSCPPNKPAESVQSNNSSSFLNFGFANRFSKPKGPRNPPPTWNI
cytoskel mod = cytoskeleton assembly modification; 0.18% of 91,000 active; AID 836; inhibition, % at 2 µM; HUVEC TNFa F-actin phalloidin imaging, high content;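 active = inhibition above the batch mean plus 3 SD and confirmed as a hit by visual image inspection, cut at about 30% in these data, passing the limit was not always enough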; also: strong numbers were not always called active
HUVEC tox TNFa = HUVEC cytotoxicity counter-screen, TNF alpha stimulated. HUVEC TNFalpha-stimulated, Hoechst cell count, imaging. cell count reduction, % at 2 µM. AID 848. 0.17% of 93,000 active;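 active = cell count reduction exceeding the screen mean by over 5 SD, scaled to untreated wells per plate, cut at about 78% in these data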;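 also: cells counted after 24 h of TNF alpha exposure following the 1 h pretreatment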
DAT uptake mod = human DAT dopamine uptake with cocaine, either direction; B-score at 10 µM; AID 449768; 1.3% of 110,000 active; Q01959; LLC-PK1 hDAT cells, [14C]-dopamine uptake with cocaine IC80; actives deviate in either direction;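 active = Z score or B-score, a plate-position-corrected score, falls beyond the plate's 99.7% confidence bounds, in either direction; inactive = both scores lie inside the 99.7% bounds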;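 also: scored against the spread of the other compound wells on the same plate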
MT1-MMP txn act = activates MT1-MMP transcription; 0.16% of 86,000 active; AID 750; activation factor at 10 µM; HT1080 MT1-MMP promoter luciferase reporter, luminescence, overnight; stronger effect = higher value;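 active = activation factor of at least 2 for MT1-MMP transcription at 10 µM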
HUVEC tox IL1B = toxic to HUVEC cells under IL-1B stimulation; cell count reduction, % at 2 µM; HUVEC cell count loss, Hoechst imaging, IL-1B stimulated; 0.41% of 94,000 active; AID 845;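 active = cell count reduction more than 3 SD above the screen-wide mean, cut at about 70% in these data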;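 also: normalized per plate to untreated control cells as the no-loss baseline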
* hit, by the source's call; x = no result given; [ ] = remark or other dose.

SMILES	Smad3 FoxH1 inh	VCAM1 TNFa inh	Calb biofilm kill	PTPN22 inh 2	cytoskel mod	HUVEC tox TNFa	DAT uptake mod	MT1-MMP txn act	HUVEC tox IL1B
COCCOC(=O)C1=C(C)NC(=O)NC1c1cn(-c2ccccc2)nc1-c1cccs1 (stereo unspecified)	-3	12	3	-4	-13	-15	1.1	1.1	-12
Cc1cccc(C)c1NC(=O)CSc1nnnn1-c1ccc(C(=O)O)cc1	x	9	x	6	-2	-5	-0.048	x	4
O=C1/C(=C\c2ccco2)SC(=S)N1Cc1ccccc1	x	12	x	6	-10	x	2.2	x	-6
O=C(Cn1c(C(F)(F)F)nc2ccccc21)Oc1cccc(C(F)(F)F)c1	x	15	x	1	-4	-22	-1.4	x	x
CCOC(=O)C1CCCN(c2nc3ccccc3nc2C(C#N)C(=O)NCc2ccccc2)C1 (stereo unspecified)	6	1	4	7	2	-2	-0.051	1	-26
COc1ccc(CCNC(=O)c2nnn(-c3cc(C)cc(C)c3)c2N)cc1OC	-1	1	6	-4	-10	4	-0.69	1.2	-19
CCO/C=C/C(O)(CNC(=O)COc1ccccc1F)C(F)(F)F (stereo unspecified)	3	-2	4	0	8	-37	-1.3	1.1	0
CC(C)CCOCc1nc2sc3c(c2c(=O)[nH]1)CCC(C)C3 (stereo unspecified)	x	4	x	12	12	-13	0.99	x	-2
CCc1cc(/C(Cc2csc(C)n2)=N/O)c(O)cc1O	-1	-20	-6	-4	0	-1	0.78	0.8	3
COc1cccc(Nc2nnc(SCC(=O)N3CCOCC3)s2)c1	-4	-8	-2	-7	12	-15	0.94	1.2	13
O=C(Nc1ccc2nc(-c3ccc(Br)o3)[nH]c2c1)c1cccs1	11	-29	-7	4	-8	-13	0.4	1.3	84*
Cc1ccc(OCCC(=O)OCC(=O)C(C)(C)C)cc1	x	9	x	-10	-12	-6	0.94	0.9	9
CN1CCN(c2nc(-c3ccccn3)nc3ccccc23)CC1	-7	-10	-3	-2	-10	0	-0.38	1.2	-3
O=C(O)CCCCCNc1nc2ncn(Cc3ccccc3)c2c(=O)[nH]1	4	15	1	-2	16	-19	-1.9	1.2	-8
COc1ccc(/C(N)=N/OC(=O)CSc2ccc(C)cc2)cc1OC	-9	9	-6	8	-24	5	0.55	1.1	9
Cc1ccc(-c2cc(C(=O)Nc3ccccc3C)c3ccccc3n2)o1	10	-5	5	13	12	-1	0.84	1.3	-6
C=CCN(CC=C)S(=O)(=O)c1ccc(NC(=S)NC(=O)Cc2ccc(OC)cc2)cc1	x	15	x	13	23	-7	0.17	x	21
O=C(C1CCC(CNS(=O)(=O)c2cccc3nsnc23)CC1)N1CC=C(c2ccccc2)CC1 (stereo unspecified)	-14	14	11	-5	0	-36	-0.95	x	-3
COc1ccc(Oc2ncnc3c2oc2ccc(Br)cc23)cc1	0[fluorescence artefact?]	x	8	x	x	x	-7.4*	1.1	x
Clc1ccccc1C(c1nnnn1Cc1ccco1)N1CCN(Cc2ccco2)CC1 (stereo unspecified)	10	-22	13	-5	-4	-28	-0.22	1.2	-15
Cc1nc(Nc2cccc(C(F)(F)F)c2)nc2c1C(=O)CC(C)C2 (stereo unspecified)	-16	-6	-2	3	5	-9	-0.17	1.2	-80
COc1cc(C(=O)Nc2cc(Cl)ccc2C)c(-n2cnnn2)cc1OC	13	18	6	0	0	-8	0.11	1.1	4
O=C(CN(C(=O)CCC(=O)Nc1nccs1)c1ccc2c(c1)OCO2)NCC1CCCO1 (stereo unspecified)	5	18	4	-18	-11	-21	0.18	1.1	18
COC(=O)c1c(NC(=O)c2ccc(C)cc2)sc(Cc2ccccc2)c1C	x	-10	x	5	17	-22	-0.23	x	-13
CCOc1cc(C(=O)N2CCN=C2SC)cc(OCC)c1OCC	2	-3	-1	0	-2	-3	1.2	1.2	8
O=C(c1cccc(F)c1)N1CCN(C(=O)c2cc3ncc(Br)cn3n2)CC1	-18	20	9	-3	x	-83	0.055	1.2	0
Cn1c(/N=C/c2c[nH]c3ccccc23)nc2ccccc21	12	6	5	-4	-15	-27	-0.13	1.2	20
CCOC(=O)Nc1sc(=S)n(C)c1C	-6	9	7	0	1	-31	-0.22	1.1	4
COCC(C)n1c(C)cc(C(=O)CSc2nnc(N)s2)c1C (stereo unspecified)	-8	9	8	7	0	-16	-0.25	1.1	-19
CCOC(=O)c1[nH]c(C)c(C(=O)Nc2ccc(Cl)cc2)c1C	-2	-19	4	8	-22	15	0.0025	1.2	18
Cc1nc2cc(C(=O)NCCN3CCOCC3)ccc2n1-c1ccc(F)cc1F	-5	x	6	x	x	x	-0.91	1.1	x
C=CCNC(NC(=O)c1ccccc1)(C(=O)OCC)C(F)(F)F (stereo unspecified)	1	2	3	6	-4	-26	0.8	1.1	-74
CCCCC(c1nnnn1C1CCCC1)N1CCN(C(=O)c2ccco2)CC1 (stereo unspecified)	0	-7	-5	-10	15	-11	1	1.2	-3
Cc1ccc(S(=O)(=O)NC(CC(C)C)C(=O)Oc2ccc3c4c(c(=O)oc3c2)CCC4)cc1 (stereo unspecified)	x	4	x	-5	32	-14	-0.1	x	-5
CCOC(=O)C1CCN(C(=O)Nc2ccc(Cl)cc2)CC1	0	4	7	12	16	-18	0.045	1.2	-2
CCOC(=O)C(C)On1c(-c2ccccc2)nc2ccc([N+](=O)[O-])cc21 (stereo unspecified)	-4	-7	3	7	4	4	0.17	x	-56
Cn1c(Cn2nnc3ccccc32)nnc1SCC(=O)N1c2ccccc2CCc2ccccc21	-1	-2	10	-8	3	-11	-0.042	1	x
Cn1cc(Cl)c(C(=O)N/N=C/c2ccc(OS(=O)(=O)c3ccccc3)cc2)n1	2	-25	10	-6	7	-31	-0.28	1.1	-22
CC(C)(C)c1ccccc1NC(=O)c1cccnc1	6	-5	2	-4	11	-36	-0.51	1.1	-1
CCOC(=O)C1=C(C)NC(=O)NC1c1ccccc1OCc1c(F)cccc1Cl (stereo unspecified)	1	-4	1	16	x	-36	0.043	1	-12
CCC(C)NC(=O)CS(=O)Cc1nc(-c2cccc(C)c2)oc1C (stereo unspecified)	8	-4	6	-12	5	-12	-0.41	1.2	-3
Cc1ccc(-c2csc(=S)n2CC(=O)OCC(=O)NCc2ccco2)cc1	6	-4	6	-6	5	-6	0.16	1.2	14
O=C(CN1CCC(n2nnc3cc(F)ccc32)CC1)NNC(=O)c1ccccc1	x	13	x	4	14	-23	0.057	x	19
O=S(=O)(c1ccccc1)c1nc(-c2ccco2)oc1NCc1ccccc1	5	-1	0	-26	-8	-5	-0.32	1.2	-1
CC(=O)c1c(O)cc(=O)n(-c2ccccc2)c1-c1ccc(C)cc1	x	3	x	3	x	-5	-0.89	x	-2
CCCCNC(=S)NNC(=O)c1csc(CC)c1	-8	-7	8	7	2	-16	0.086	1.5	-23
C/C(=N/NS(=O)(=O)c1ccc(Br)cc1)c1ccc(NC(=O)c2ccc(C)o2)cc1	x	13	x	2	15	-21	-0.37	x	1
N#Cc1c(NC(=O)Cn2nc(C(F)(F)F)c3c2CCCC3)sc2c1CCC2	x	11	x	-6	-37	-8	0.34	x	-13
Cc1ccc2cc(CN(Cc3ccc4c(c3)OCO4)Cc3nnnn3Cc3ccco3)c(=O)[nH]c2c1C	-2	x	0	6	x	x	0.69	1	-7
COc1ccc(NC(=O)CSc2nnc(Cn3c(=O)sc4ccccc43)n2C)cc1	-10	x	-8	x	x	x	0.2	1.1	x
COc1cccc(NS(=O)(=O)c2ccc3[nH]cc(C(=O)NCCCOC(C)C)c(=O)c3c2)c1	-3	2	7	0	11	14	-0.37	1	-6
Cc1c(C(=O)Nc2ccc3oc(-c4cccnc4)nc3c2)oc2ccccc12	-3[fluorescence artefact?]	-8	8	13	-13	-26	-0.5	1.3	-10
CC(C)Oc1ccc(N2CC(C(=O)Nc3ccccc3F)CC2=O)cc1 (stereo unspecified)	-4	-4	6	7	18	-36	-0.049	1.1	5
Cc1nc(CN2CCCC2=NC#N)n(-c2ccccc2)n1	0[fluorescence artefact?]	-22	9	0	-25	5	-0.23	1	9
O=C(O)c1cc(NC(=O)C2CCCO2)cc(NC(=O)C2CCCO2)c1 (stereo unspecified)	1	-9	5	-3	-1	-10	-0.41	1.1	-7
O=C(Nc1cnn(Cc2ccc(F)cc2)c1)c1cc2nc(-c3ccco3)cc(C(F)(F)F)n2n1	-1	9	9	2	3	-17	-1.3	1	-12
Cc1cc(C(F)F)n2ncc(C(=O)NCc3ccccc3)c2n1	1	11	7	4	2	-14	-0.25	1.2	0
O=C1C2CC=CCC2C(=O)N1Cc1ccccc1 (stereo unspecified)	-2	5	7	23	-4	18	-1.1	1.1	-3
O=C1c2ccccc2C(=O)N1CCC(c1ccc(F)cc1)c1ccco1 (stereo unspecified)	-2	0	10	-2	6	-16	0.21	1.2	-42
COC(=O)Cn1cnc2c(nnn2Cc2ccc(Cl)cc2)c1=O	20[fluorescence artefact?]	1	0	4	-8	2	2.3	1.1	20

Sorted by value in cytoskel mod (smallest number first): 3 of the compounds above.
SMILES,Smad3 FoxH1 inh,VCAM1 TNFa inh,PTPN22 inh 2,cytoskel mod,DAT uptake mod,MT1-MMP txn act
Cc1c(C(=O)Nc2ccc3oc(-c4cccnc4)nc3c2)oc2ccccc12,-3[fluorescence artefact?],-8,13,-13,-0.5,1.3
CCCCNC(=S)NNC(=O)c1csc(CC)c1,-8,-7,7,2,0.086,1.5
O=C(CN1CCC(n2nnc3cc(F)ccc32)CC1)NNC(=O)c1ccccc1,x,13,4,14,0.057,x

Later entries
SMILES	Smad3 FoxH1 inh	VCAM1 TNFa inh	Calb biofilm kill	PTPN22 inh 2	cytoskel mod	HUVEC tox TNFa	DAT uptake mod	MT1-MMP txn act	HUVEC tox IL1B
CC(C)OC(=O)Cn1cnc2ccc(Br)cc2c1=O	-7	1	6	-7	11	-9	0.15	1.2	17
COc1cc2c(cc1OC)C1(Nc3c-2c(C)nn3-c2ccccc2)C(=O)Nc2ccccc21 (stereo unspecified)	10	13	1	-2	-16	9	x	1.1	-17
O=C(NC(Cc1ccc2c(c1)OCO2)C(=O)N1CCCC1C(=O)O)c1ccccc1 (stereo unspecified)	4	-13	x	-4	2	-34	-0.086	1.1	-25
Cc1ccc(/C=C/C(O)=C2/C(=O)N(C)C3(C)CC2c2ccccc2O3)cc1 (stereo unspecified)	x	17	x	2	4	-3	-0.48	x	-31
Cc1cccc(N(CC(=O)NC2CCCCC2)C(=O)CCC(=O)Nc2ccccn2)c1	-13	x	6	x	x	x	-0.18	1.1	x
CCCc1cc(C(=O)Cc2ccc(C(=O)OCC)o2)c(O)cc1O	16	-1	5	0	26	-31	-0.16	0.8	10
CCOc1nnc(C)c2c(C)n(-c3cccc(OC)c3)nc12	x	-6	x	-1	x	-7	0.84	x	18
C/C(O)=C(\C#N)c1nc2ccccc2[nH]1	x	-3	x	8	6	0	-0.04	x	-17
Cc1ccc(C)c(OCCCC(=O)O)c1	1	-23	5	4	-9	-1	-0.16	1.1	12
Cc1cc(C)n2c(SCC(=O)N3CCN(S(=O)(=O)c4ccc(Cl)cc4)CC3)nnc2n1	x	-7	x	24*	1	-3	0.56	1	-46
O=C1c2ccccc2C(=O)N1CCC(=O)N1CCCc2ccccc21	3	-1	4	1	x	-11	1.3	1.4	-6
CC(=O)N1CN(C2CCS(=O)(=O)C2)Cc2c1sc1c2CCCC1 (stereo unspecified)	6	8	6	-8	-12	0	-0.45	1.4	6
O=C(NCc1cccc(Cl)c1)c1cccc(C(F)(F)F)c1	x	-10	x	7	-22	14	-0.39	x	4

Gathered by group, the entries above containing a tert-butyl group.
SMILES	Smad3 FoxH1 inh	VCAM1 TNFa inh	Calb biofilm kill	PTPN22 inh 2	cytoskel mod	HUVEC tox TNFa	DAT uptake mod	MT1-MMP txn act	HUVEC tox IL1B
Cc1ccc(OCCC(=O)OCC(=O)C(C)(C)C)cc1	x	9	x	-10	-12	-6	0.94	0.9	9
CC(C)(C)c1ccccc1NC(=O)c1cccnc1	6	-5	2	-4	11	-36	-0.51	1.1	-1

High-throughput results as filed in PubChem.

Only part of the results is shown; count on the stated rates, not on these rows.
